NPC1 prom act – activators of NPC1 promoter | Huh7 NPC1 promoter luciferase reporter, 24 h | Potency, µM (top dose mostly 9.22 µM), for the others: at the highest dose activation, actives largely listed as activators | hit rate 2.4% among 320,000 | AID 485313;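 also: % of control where 0% means no effect; nearly all actives have a fitted effect of over 60% in size; reporter is driven by a mutant NPC1 promoter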
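Compounds in DMSO were transferred onto Huh7 NPC1-luciferase reporter cells pre-incubated 2 h; after 24 h at 37 °C, Amplite reagent was dispensed and luminescence recorded 10 min later.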
FLuc modulator – inhibits or activates purified firefly luciferase, miR-21 counter-screen; purified FLuc, Km substrates, luminescence inhibition; P08659; AID 588342; Potency, µM (doses to about 57.5 µM), without a hit: top-dose activity change, negative = inhibition, usual class: inhibitors; hit rate 6.9% among 360,000;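 also: plate controls were vehicle for no effect and reference inhibitor for full effect; nearly all actives have a fitted effect of over 55% in size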
Target sequence (P08659 whole entry, looked up): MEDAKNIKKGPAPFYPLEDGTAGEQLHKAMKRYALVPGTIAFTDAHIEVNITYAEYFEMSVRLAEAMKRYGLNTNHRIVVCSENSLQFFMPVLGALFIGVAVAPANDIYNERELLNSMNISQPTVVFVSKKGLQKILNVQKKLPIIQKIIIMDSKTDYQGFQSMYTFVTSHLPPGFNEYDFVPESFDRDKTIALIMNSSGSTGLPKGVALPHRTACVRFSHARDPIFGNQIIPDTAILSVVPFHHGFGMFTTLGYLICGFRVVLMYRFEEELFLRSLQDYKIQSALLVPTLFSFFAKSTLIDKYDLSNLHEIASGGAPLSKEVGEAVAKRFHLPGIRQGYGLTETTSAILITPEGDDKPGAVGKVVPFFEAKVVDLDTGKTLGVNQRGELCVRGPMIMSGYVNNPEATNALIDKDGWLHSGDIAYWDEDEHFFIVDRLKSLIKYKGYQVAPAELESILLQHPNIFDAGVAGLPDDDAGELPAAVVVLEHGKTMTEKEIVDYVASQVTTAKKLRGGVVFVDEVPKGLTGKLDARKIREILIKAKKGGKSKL
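Purified P. pyralis luciferase, 10 nM final, with Km-level 10 uM D-luciferin and 10 uM ATP in 50 mM Tris acetate pH 7.5, 10 mM Mg acetate, 0.01% Tween-20, 0.05% BSA; 6-point qHTS titration about 60 µM downward; luminescence read.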
BRCA1 expr up – BRCA1 expression activation; MCF7-BRCA1-FFLuc reporter, luminescence, 48 h; response scale: scaled: vehicle 0%, 10 µM genistein 100%; Potency, µM (top dose mostly 46.1 µM), for inactives: at the top dose activation, usual class: activators; hit rate 1.1% among 380,000; AID 624202; also: nearly all actives have a fitted effect of over 80% in size; some results filed as inactive show a strong effect at the top dose
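Using MCF7 cells harboring a BRCA1 firefly luciferase reporter, plated 2 h before compound pinning, the screen measured luminescence after 48 h incubation. Responses were normalized to DMSO and 10 microM genistein, then fitted for concentration-effect.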
MBNL1-CUG inh – blocks human MBNL1 binding to CUG repeat RNA; hit rate 0.036% among 280,000; AID 2675; TR-FRET MBNL1-His/biotin-(CUG)12 binding, 665/545 ratio; Potency, µM (top dose mostly 57.5 µM), without a hit: at the top dose activity change, negative = inhibition, actives largely listed as inhibitors; Q9NR56; active = well fitted inhibition curve with a large enough effect in the signal ratio, with a control signal flat, not every such curve was filed as active; inconclusive = small, poorly fitted or top-dose-only effect, or effect the other way, or a change in a side signal; inactive = no such curve, though single readings can be large or run the other way; the % refers to the signal ratio; also: % is scaled to controls: 0 for no effect and ±100 for the full control effect
Target sequence (Q9NR56 whole entry, looked up): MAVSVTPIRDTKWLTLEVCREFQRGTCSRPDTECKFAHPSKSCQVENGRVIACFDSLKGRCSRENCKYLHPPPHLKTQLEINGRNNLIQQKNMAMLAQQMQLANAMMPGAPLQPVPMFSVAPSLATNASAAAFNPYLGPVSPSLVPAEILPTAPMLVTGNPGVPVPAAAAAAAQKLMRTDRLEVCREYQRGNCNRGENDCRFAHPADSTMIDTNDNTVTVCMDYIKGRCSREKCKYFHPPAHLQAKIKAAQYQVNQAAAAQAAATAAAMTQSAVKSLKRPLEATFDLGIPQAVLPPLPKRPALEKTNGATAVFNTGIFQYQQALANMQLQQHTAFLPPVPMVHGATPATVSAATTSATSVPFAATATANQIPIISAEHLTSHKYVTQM
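Compounds (final 92 nM to 58 uM) are added to His-tagged MBNL1 and biotin-(CUG)12, then terbium anti-His antibody and streptavidin-XL665 (5 nM final). After 60 min at room temperature, the 665/545 nm ratio is read.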
VP16 counter – counter-screen for ROR gamma inhibitors: Gal4-VP16 reporter; AID 2546; Drosophila S2 Gal4-VP16 UAS-luciferase, luminescence, 20 h; hit rate 3.5% among 310,000; Potency, µM (titrated, usually from 53.6 µM), inactives show at the top dose activity, negative = inhibition, hits mostly inhibitors;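 also: Gal4-VP16 expression switched on by copper sulfate through the metallothionein promoter; % is scaled to controls: 0 for no effect and ±100 for the full control effect; nearly all actives have a fitted effect of over 50% in size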
RORgamma inh – ROR gamma (mouse) transcription inhibition. P51450. AID 2551. Potency, µM (doses to about 53.6 µM), without a hit: top-dose activity change, negative = inhibition, actives largely listed as inhibitors. Drosophila S2 Gal4-RORgamma UAS-luciferase reporter, 20 h. hit rate 5.4% among 310,000; also: % is scaled to controls: 0 for no effect and ±100 for the full control effect; nearly all actives have a fitted effect of over 60% in size
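Drosophila S2 cells stably expressing Gal4-DBD/mouse RORγ fusion under metallothionein promoter plus UAS-luciferase; compound 1 h, then 700 uM CuSO4 induction for 20 h at ambient temperature; inhibition read as reduced luminescence.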
Rab9 promoter act – activates the Rab9 promoter | Huh7 Rab9 promoter-luciferase reporter, luminescence, 24 h | Potency, µM (top dose mostly 9.22 µM), inactives show top-dose activation, negative = inhibition, usual class: activators | hit rate 2.8% among 320,000; also: % of control where 0% means no effect; nearly all actives have a fitted effect of over 60% in size
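Measured in stably transfected Huh7 cells bearing a Rab9 promoter–luciferase construct: 24 h compound treatment at 37 °C, followed by luminescence detection.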
uPA generation – cell surface uPA generation inhibition | cell surface uPA generation assay, qHTS | Potency, µM (series often up to 38.3 µM), for inactives: top-dose activity change, negative = inhibition, hits mostly inhibitors | hit rate 0.31% among 330,000 | AID 540303; active = well fitted inhibition curve with a large enough effect; inconclusive = small, poorly fitted or top-dose-only effect; inactive = no such curve, though single readings can be large or run the other way; tested in mouse RAW 264.7 cells; also: % is scaled to controls: 0 for no effect and ±100 for the full control effect; nearly all actives have a fitted effect of over 55% in size
ELG1 genotox – genotoxicity induction in ELG1-luciferase HEK293T cells | HEK293T ELG1-luciferase reporter, luminescence, 16 h | Potency, µM (series often up to 46 µM), for inactives: top-dose activity change, positive = activation, usual class: activators | hit rate 1.3% among 330,000 | AID 504466; also: % of control where 0% means no effect; nearly all actives have a fitted effect of over 60% in size
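HEK293T cells expressing luciferase-tagged ELG1 were treated with compound or DMSO for 16 hr at 37°C. Luciferase activity was then read after 30 min with ONE-Glo at room temperature; rising signal flags genetic stress.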
p53 reactivator – mutant p53 re-activation in reporter cells | Potency, µM (titrated, usually from 92.2 µM), without a hit: at the highest dose activity change, positive = activation, usual class: activators | H1299 p53-A138V BP100-luciferase reporter, luminescence, 24 h | hit rate 0.063% among 320,000; also: % of control where 0% means no effect; nearly all actives have a fitted effect of over 45% in size
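p53-null H1299 cells stably carrying temperature-sensitive p53-A138V and a BP100-luciferase reporter were pinned with compounds (4-point, 1:5 series) and held 24 hrs at 37 deg C. Luminescence was read 10 min after detection reagent.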
Active calls of the source: *; ? = inconclusive; . = not tested or not shown; [ ] = another dose, or the depositor's remark. Unless noted, calls follow the shape of the dose curve; as a rule, active = well fitted curve in the direction sought with a large enough effect; inconclusive = small, poorly fitted or top-dose-only effect, or another doubt; inactive = no such curve, though single readings can be large; an effect the other way counts as inactive or inconclusive. Potency is read from the fitted curve at half-maximal effect.

SMILES	NPC1 prom act	FLuc modulator	BRCA1 expr up	MBNL1-CUG inh	VP16 counter	RORgamma inh	Rab9 promoter act	uPA generation	ELG1 genotox	p53 reactivator
COC(=O)c1c(NC(=O)CCN2CCOCC2)sc2c1CCCC2	0%	-3%	-9%	-1%	4%	-6%	-4%	17%	2%	3%
Cc1ccc(C(CCN)c2ccco2)cc1 (stereo unspecified)	-1%	0%	11%	-2%	1%	0%	-4%	2%	-2%	-1%
O=S(=O)(Nc1cccc(-n2cnnn2)c1)c1ccccc1	-19%	1%	-28%	-4%	-3%	-3%	2%	6%	0%	3%
CCN(CC(=O)Nc1ccccc1OC)CC(=O)Nc1ccccc1-c1ccccc1	-27%	-1%	-24%	?	5%	-1%	-3%	-11%	-8%	-1%
COc1ccc(N2C(=O)CC(Nc3ccc(F)cc3)C2=O)c([N+](=O)[O-])c1 (stereo unspecified)	1%	0%	-4%	?	7%	20%	8%	.	2%	-3%
COc1ccc(C2=NOC(Cn3nc(-c4ccccc4C)cc3C(=O)O)C2)cc1 (stereo unspecified)	2%	?	10%	.	.	.	-3%	-8%	8%	-8%
C=CCOc1ccc(/C=C/C(=O)OCC(=O)NCCCc2ccccc2)cc1	-1%	-14%	8%	.	.	.	-1%	0%	11%	9%
CCCN1C/C(=C/c2ccc3c(c2)OCO3)C(=O)/C(=C/c2ccc3c(c2)OCO3)C1	-11%	-1%	-100%[inhibitor]	?	1%	-6%	-25%	7%	-19%	14%
CC(C)CC(=O)NC1(C(F)(F)F)C(=O)Nc2c1c(=O)n(C)c(=O)n2C (stereo unspecified)	0%	0%	28%	-4%	-3%	-12%	-9%	-3%	1%	0%
COc1ccc(C2CCN(Cc3cccnc3)CC2O)cc1 (stereo unspecified)	-5%	3%	-16%	-3%	5%	2%	-3%	-2%	-3%	9%
COc1ccc(NC2=C(Cl)C(=O)N(c3ccccc3)C2=O)c(OC)c1	-4%	-11%	3%	?	-7%	2%	-1%	-5%	-3%	2%
O=C(CCC1CCN(Cc2ccccc2Cl)CC1)NC1CC1	1%	1%	-2%	10%	-8%	-7%	5%	0%	2%	-7%
CC1CCN(Cc2cnc(Cl)s2)CC1	-3%	-2%	-4%	-8%	-6%	54%	-7%	1%	2%	0%
COc1ccccc1NC(=O)CSc1nnc(-c2ccoc2C)n1C	2%	1%	-12%	-6%	4%	12%	0%	0%	0%	-5%
COc1ccccc1C1(CC(=O)Nc2nccs2)CCOC(C(C)C)C1 (stereo unspecified)	1%	-2%	-50%	-16%	-8%	11µM*	-3%	.	-11%	-3%
O=C(CP(=O)(c1ccccc1)c1ccccc1)N1CCOCC1	-9%	4%	0%	12%	2%	-9%	-1%	3%	-6%	-6%
COC(=O)/C=C1/N/C(=N\c2nc(C)cc(C)n2)N(c2ccc(C)c(C)c2)C1=O	7%	-3%	-26%	10%	?	?	2%	-17%	-1%	-3%
CCOC(=O)c1cn(CC)c2ccc(S(=O)(=O)N3CCC(C)CC3)cc2c1=O	-3%	-1%	1%	-1%	1%	-1%	-2%	.	-2%	11%
Cc1c(C(=O)N/N=C/c2cccnc2)nnn1-c1nonc1N	2%	-2%	-49%	?	0%	18%	-1%	1%	-5%	-3%
CS(=O)(=O)N1CCC(C(=O)Nc2cccc(C(F)(F)F)c2)CC1	-1%	-2%	0%	-5%	-4%	0%	-2%	1%	-2%	-11%

Three entries already listed, arranged by their value in RORgamma inh, smallest number first.
| compound | RORgamma inh |
| --- | --- |
| CS(=O)(=O)N1CCC(C(=O)Nc2cccc(C(F)(F)F)c2)CC1 | 0% |
| Cc1c(C(=O)N/N=C/c2cccnc2)nnn1-c1nonc1N | 18% |
| CC1CCN(Cc2cnc(Cl)s2)CC1 | 54% |

Continued.
SMILES	NPC1 prom act	FLuc modulator	BRCA1 expr up	MBNL1-CUG inh	VP16 counter	RORgamma inh	Rab9 promoter act	uPA generation	ELG1 genotox	p53 reactivator
Cc1ccc(NC(=O)N2CCC(O)(c3ccc(Cl)cc3)CC2)cc1	2%	3%	-42%	3%	-3%	?	-8%	9%	2%	-2%
O=C(NCCc1c[nH]c2ccccc12)C1CCN(c2nnc(N3CCCC3=O)s2)CC1	2%	6%	-20%	-4%	-3%	23%	5%	1%	0%	2%
Cc1ccc(O)c(C(=O)c2cnc3c(c2)CN(C)C(=O)N3)c1	-18%	-2%	-75%[inhibitor]	15%	-1%	6%	-18%	.	-6%	-6%
COC(=O)c1ccc(NC(=O)CN2C(=O)c3ccccc3S2(=O)=O)cc1	1%	-2%	4%	1%	-3%	-28%	0%	0%	0%	-1%
CCOC(=O)N1CCN(C(=O)C(=O)Nc2ccc3nc4n(c(=O)c3c2)CCCCC4)CC1	-4%	5%	0%	2%	1%	-10%	-2%	13%	2%	-4%
Cc1ccc(C(=O)Nc2ncc(C)s2)s1	0.45µM*	0.85µM*	?	-12%	?	7.1µM*	?	-17%	?	.
Cc1ccc(C)c(N(CC(=O)NCC2CCCO2)C(=O)CCC(=O)Nc2nccs2)c1 (stereo unspecified)	-2%	-1%	-6%	2%	-1%	-1%	-3%	0%	-1%	1%
O=C1c2ccccc2C2(c3ccc(F)cc3)NCCN12 (stereo unspecified)	-11%	2%	0%	1%	-4%	3%	0%	-10%	6%	12%
O=C(O)c1ccccc1-c1ccccc1C(=O)Nc1ccc(-c2nc3cc(Cl)ccc3o2)cc1	1%	15µM*	7%	3%	?	?	14%	-3%	17%	15%
Nc1cc(N2CCOCC2)c(Cl)cc1[N+](=O)[O-]	1%	-18%	0%	?	6%	15%	-5%	-4%	7%	2%
COc1ccc(CN2CCC(n3nccc3NC(=O)C3CC3)CC2)c(OC)c1OC	-1%	-1%	0%	-3%	0%	?	-5%	-1%	1%	9%
Cc1occc1C(=O)NNC(=S)Nc1ccccc1	?	?	33%	0%	10%	14µM*	2.5µM*	.	?	?
O=C(c1ccc2c(=O)n3c(nc2c1)CCCCC3)N1CCN(c2ccc([N+](=O)[O-])cc2)CC1	-3%	5%	-3%	?	-9%	26%	-6%	3%	-11%	3%
COc1cnn(Cc2ccccc2)c(=O)c1SCc1ccccc1	-5%	-3%	-2%	10%	-7%	-25%	-2%	-3%	3%	-2%
COc1ccccc1OCC(=O)Nc1sc2c(c1C(N)=O)CCC2	.	.	5µM*	.	.	.	.	-13%	8%	14%
CC1=C(C(=O)OCc2ccc3c(c2)OCO3)C(c2ccc(F)cc2)NC(=O)N1 (stereo unspecified)	-23%	-1%	-75%	-2%	-7%	15%	-15%	-34%	-12%	2%
OCc1nc2ccccc2n1Cc1ccc(Cl)cc1	-2%	-3%	-25%	-5%	4%	24%	-7%	-3%	-3%	-1%
Cc1nnsc1SCCNC(=O)c1c(F)cccc1F	2%	7%	-16%	1%	16%	3%	3%	0%	1%	5%
CN1CCN(S(=O)(=O)c2ccc(N(C)Cc3ccc(OC(F)F)cc3)c([N+](=O)[O-])c2)CC1	-5%	1%	-37%	.	.	.	0%	-23%	0%	-4%
O=C(NCc1ccc2c(c1)OCO2)c1ccc2c(=O)n(C3CCCC3)c(=O)[nH]c2c1	0%	0%	-42%	11%	-8%	?	-7%	1%	-1%	4%
Cc1cc(OC(=O)c2c(Cl)cccc2Cl)nc(C)n1	0%	-18%	-34%	-12%	?	24%	1%	-11%	0%	7%
NS(=O)(=O)c1cccc(NC(=O)CSc2nnc(-c3ccncc3)n2C2CC2)c1	.	.	0%	.	.	.	.	11%	1%	4%
O=C(C1CCC(CNS(=O)(=O)c2ccc(F)cc2)CC1)N1CCOCC1 (stereo unspecified)	0%	-2%	-12%	-4%	-7%	-1%	-4%	5%	-2%	2%
COC(=O)c1sccc1-c1ccc(/C=N/OC(=O)c2ccccc2)o1	0%	?	18%	32%[activator]	-1%	-31%	13%	.	0%	0%
COCCNS(=O)(=O)c1cc(OC)ccc1OC	1%	-2%	-20%	-3%	-17%	1%	5%	1%	2%	-6%
C=CCN(c1ccccc1)S(=O)(=O)c1cccc(C(=O)OCC(=O)NC2CC2)c1	-3%	3%	0%	.	1%	34%	-3%	-9%	4%	-1%
CCSc1nnc(NC(=O)CSc2nc(CC)nc3c2c(=O)n(C)c(=O)n3C)s1	1%	0%	-6%	-5%	-1%	-14%	-12%	11%	-10%	6%
COc1ccc(C(=O)CC2OC(=O)c3c2ccc(OC)c3OC)cc1 (stereo unspecified)	-1%	2%	9%	-1%	-3%	-10%	-2%	-7%	1%	1%
O=C(c1ccccc1)N(Cc1ccc(F)cc1)C1CCS(=O)(=O)C1 (stereo unspecified)	1%	5%	0%	-6%	9%	?	-4%	.	-6%	-3%
COc1cccc(NC(=O)CN2CCc3ccccc3C2)c1	19%	?	25%	-15%	-9%	16%	18%	-3%	1%	26%
Cc1ccc(Cl)c(OCC(=O)N(C)CC(=O)Nc2ccc(N3CCOCC3)cc2)c1	-3%	?	-2%	.	.	.	-3%	-1%	1%	-4%
CCC(Sc1nc(=O)cc(N)n1CCc1ccccc1)C(=O)Nc1cc(C)on1 (stereo unspecified)	-1%	8%	5%	-10%	-3%	6%	0%	6%	-13%	-2%

High-throughput results: PubChem BioAssay, National Center for Advancing Translational Sciences (NCATS)
